RAD52 anneal inh: inhibitors of human RAD52 DNA annealing; P43351; recombinant RAD52 DNA annealing, FRET fluorescence; inhibition, % at 18.7 µM; 360,000 compounds, 0.46% hits; AID 651710;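 active means every replicate showing at least 50% inhibition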
XiGFP reactiv: X-chromosome reactivation activator | XiGFP mouse fibroblasts, % GFP-positive cells imaging, 3 d; cells co-treated with 5-aza-dC sensitizer; scaled so ellipticine positive control = 100% | activation, % at 7.58 µM | 360,000 compounds, 0.055% hits | AID 743238;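 active means mean normalized replicate activation at least 10% and every replicate at or above 10%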;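 further: 0% = median of on-plate neutral control wells and 100% = ellipticine 6 µM median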
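Schedule: 3 d treatment, 15 min room-temperature fixation; system: 68-5-11 XiGFP fibroblast line; buffer or medium: DMEM plus 5-aza-dC sensitizer; control set: ellipticine 6 µM positive control; compound: one concentration, pinned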
esBAF inh: SWI/SNF esBAF complex inhibition; reporter increase, % at 12.5 µM; 350,000 compounds, 2% hits; mouse ES cells, Bmi1-luciferase knock-in reporter, 24 h; 100% = twice the neutral-well signal; in the data active means activation above about 40%;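 further: 0% = median of the plate's neutral control wells and 100% = double that signal; a rise in the Bmi1 reporter signal indicates esBAF inhibition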
ERAP1 inh: ERAP1 (human) enzyme inhibition; 340,000 compounds, 0.15% hits; inhibition, % at 10.7 µM; Q9NZ08; recombinant ERAP1, Leu-AMC fluorescence, 60 min;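 active means mean replicate inhibition of at least 30%, or all replicates individually reaching that 30% level; inactive means mean below 30% and not every replicate reaching it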;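 further: 0% = neutral control wells and 100% = L-leucinethiol positive control wells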
S100A4 MyoIIA: inhibitors of human S100A4 binding to myosin IIA peptide. AID 652163. inhibition, % at 10.7 µM. S100A4/TAMRA-MyoIIA peptide fluorescence polarization. 360,000 compounds, 0.14% hits. P26447;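 active means mean inhibition of at least 70% across replicates, with every replicate also reaching that level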
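Material: S100A4 monomer protein | Medium: HEPES pH 7.2 with CaCl2, KCl, NaCl, DTT, Triton | Reagent: Labelled myosin peptide probe, 5 nM | Doses: One dose per compound | Times: 5 min incubation before reading | Benchmarks: Neutral control DMSO, positive control TFP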
ERp5 inh: blocks human ERp5 reductase activity on insulin; ERp5 insulin aggregation, absorbance 650 nm, 90 min; AID 651711; 350,000 compounds, 0.05% hits; inhibition, % at 9.99 µM; Q15084;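 active means mean replicate inhibition above about 25%, with every replicate also reaching it, limit read from the data, passing the limit was not always enough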
Target sequence (Q15084 whole entry, looked up): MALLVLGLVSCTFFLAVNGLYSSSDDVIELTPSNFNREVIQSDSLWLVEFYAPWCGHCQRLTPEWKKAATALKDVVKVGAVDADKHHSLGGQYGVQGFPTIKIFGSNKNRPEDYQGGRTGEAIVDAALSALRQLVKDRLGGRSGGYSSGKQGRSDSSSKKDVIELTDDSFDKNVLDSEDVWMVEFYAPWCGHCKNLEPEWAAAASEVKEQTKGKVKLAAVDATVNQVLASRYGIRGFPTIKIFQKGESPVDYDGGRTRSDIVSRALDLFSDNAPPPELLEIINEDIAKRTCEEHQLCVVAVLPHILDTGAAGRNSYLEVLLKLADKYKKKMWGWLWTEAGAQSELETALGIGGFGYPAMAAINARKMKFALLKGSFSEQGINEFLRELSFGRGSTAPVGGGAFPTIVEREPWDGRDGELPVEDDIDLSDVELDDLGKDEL
RAD54 branch: RAD54 (human) branch migration inhibition | Q92698 | RAD54 Holliday junction branch migration, FAM/BHQ fluorescence | inhibition, % at 10.4 µM | 360,000 compounds, 0.14% hits | AID 602329;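 active means mean normalized replicate activity at least 40 and at least half of replicates scoring 40 or more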;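 further: 0% = median of neutral control wells and 100% = median of positive control wells; inhibitors cause a drop in the FAM fluorescence signal; in these data hits start at about 50%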
E-sel inducer: E-selectin induction on HUVECs; P16581; HUVEC E-selectin immunofluorescence imaging; normalized: neutral wells 0, TNF-alpha wells 100; activation, % at 7.58 µM; 260,000 compounds, 0.37% hits; AID 686992;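 active means mean E-selectin-positive cell signal at least 10% of the positive control, reached in at least 60% of replicates, without over 20% cell loss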;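 further: in these data hits start at about 27%; measured in HUVEC primary endothelial cells; signal is the percent of cells scored E-selectin positive by PE staining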
Target sequence (P16581 whole entry, looked up): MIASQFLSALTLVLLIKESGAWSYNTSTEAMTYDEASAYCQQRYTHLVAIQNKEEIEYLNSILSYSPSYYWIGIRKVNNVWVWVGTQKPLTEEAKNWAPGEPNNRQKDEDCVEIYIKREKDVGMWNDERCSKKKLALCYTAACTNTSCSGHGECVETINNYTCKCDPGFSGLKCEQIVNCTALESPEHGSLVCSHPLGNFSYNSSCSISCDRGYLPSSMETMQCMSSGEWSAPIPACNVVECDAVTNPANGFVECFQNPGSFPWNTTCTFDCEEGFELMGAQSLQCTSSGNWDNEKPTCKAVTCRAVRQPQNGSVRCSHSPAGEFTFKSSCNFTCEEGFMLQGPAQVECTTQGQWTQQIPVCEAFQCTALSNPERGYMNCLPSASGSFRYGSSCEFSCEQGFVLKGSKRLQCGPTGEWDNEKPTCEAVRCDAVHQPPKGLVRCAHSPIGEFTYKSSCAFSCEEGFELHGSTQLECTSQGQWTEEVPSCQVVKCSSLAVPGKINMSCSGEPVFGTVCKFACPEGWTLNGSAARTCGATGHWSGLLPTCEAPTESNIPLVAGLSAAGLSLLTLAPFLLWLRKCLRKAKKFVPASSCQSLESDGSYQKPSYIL
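assay system = HUVEC, human umbilical vein endothelial cells | input = 3,000 HUVEC seeded per well | medium = EGM-2 growth medium on 0.1% gelatin-coated wells | dosing = one compound dose added by pin transfer | signal = immunofluorescence imaging | read-out basis = % PE-positive cells | control set = TNF-alpha, DMSO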
An asterisk follows results filed as active; · = no result given; & = joins results of further samples.

#1 CC1(c2ccccc2)NC(=O)N(CC(=O)Nc2ccc(Cl)c(S(=O)(=O)N3CCCCC3)c2)C1=O (configuration not stated)
#2 O=C(C1CC1)N1CC2(C1)[C@H](c1ccccc1)[C@@H](CO)N2Cc1cncnc1
#3 CC(C)[C@@H]1CC2=C(C(=O)OC(C)(C)O2)[C@H](CCc2ccccc2)O1
#4 Cc1noc(C)c1NC(=O)N(C)C[C@H]1Oc2ccc(NC(=O)Nc3cccc4ccccc34)cc2C(=O)N([C@@H](C)CO)C[C@@H]1C
#5 C[C@@H]1CN([C@H](C)CO)C(=O)c2cc(NS(C)(=O)=O)ccc2O[C@@H]1CN(C)C
#6 S=C(NCCc1ccccc1)Nc1ccc(Cl)cc1
#7 CCOc1ccc(OCCC(=O)NNC(=O)c2nn(C)c(=O)c3ccccc23)cc1
#8 CCC(=O)Nc1ccc(C(=O)COC(=O)Cc2ccsc2)cc1
#9 O=C(C[C@@H]1C[C@@H]2c3cc(NC(=O)Cc4ccncc4)ccc3O[C@@H]2[C@H](CO)O1)NCc1cc(F)ccc1F
#10 CC(C)(C)c1ccccc1OCCOCCN1CCCCCC1
screen / no.	1	2	3	4	5	6	7	8	9	10
RAD52 anneal inh	-21	-3	2	-7	10	3	-4	-8	-16	19
XiGFP reactiv	0.2	-0.1	0.0	0.0	0.3	-0.1	0.6	0.0	0.2	0.7
esBAF inh	·	·	·	-2	8	·	-3	0	8	·
ERAP1 inh	1	4	-5	0	1	4	-1	0	1	1
S100A4 MyoIIA	3	12	-3	-2	8	-1	4	12	-17	-3
ERp5 inh	4	-5	2	-3	-2	-5	-9	2	-1	6
RAD54 branch	-16	·	·	2	13	·	3	-4	1	·
E-sel inducer	·	0.0	1.3	-0.1	0.1	-1.5	0.4	·	0.7	4.0

#11 CC(=O)Nc1ccc(OC(=O)c2cc([N+](=O)[O-])ccc2Cl)cc1
#12 O=C(NCC1CCCCC1)[C@@H]1[C@@H](CO)[C@@H]2Cn3c(ccc(-c4ccncc4)c3=O)[C@H]1N2
#13 Cn1cc(CN2CCC(CO)CC2)c(-c2ccc(Oc3ccccc3)cc2)n1
#14 CC(C)[C@H](C)NC(=O)N(C)C[C@H]1OCc2ccccc2-c2ccccc2C(=O)N([C@H](C)CO)C[C@@H]1C
#15 CN1OC[C@@H]2CN(Cc3cc(Cl)cc(Cl)c3)[C@H](c3cccc(Oc4ccccc4)c3)C[C@@H]21
#16 O=C(c1cccnc1)N1CC(=O)N2[C@H](C1)[C@H](c1ccc(-c3cccnc3)cc1)[C@@H]2CO
#17 N#CCN1CCCC(C(N)=O)C1 (configuration not stated)
#18 C/C=C/c1ccc2c(c1)O[C@@H](CN(C)C(=O)c1cccc(F)c1)[C@H](C)CN([C@H](C)CO)S2(=O)=O
#19 CCCCCCCCCCOC(=O)C[N+](C)(C)C/C=C(/C)Cl
#20 COc1cc(C(=O)NCC(=O)OCc2ccccc2Cl)cc(OC)c1OC
screen / no.	11	12	13	14	15	16	17	18	19	20
RAD52 anneal inh	-4	-8	-5	5	0	-11	-12	0	49	-3
XiGFP reactiv	·	0.0	0.6	-0.3	0.0	0.1	0.1	0.6	0.3	0.3
esBAF inh	-1	-3	·	-2	-6	·	1	-1	·	9
ERAP1 inh	-4	-2	-4	4	2	2	-2	1	36*	2
S100A4 MyoIIA	5	4	-8	1	-1	-8	1	-41	-5	-1
ERp5 inh	1	-3	-4	-2	0	-5	3	5	2	8
RAD54 branch	0	1	·	1	3	·	1	-1	12	10
E-sel inducer	·	-0.5	·	-0.2	0.7	0.1	·	0.3	3.1	-1.9

#21 Nc1cc(C(F)(F)F)cc([N+](=O)[O-])c1N
#22 Cc1ncc(S(=O)(=O)C(C)(C)C)c(N)n1
#23 CCCCc1nc2cc(C(=O)NCc3cc(C)n(C)n3)ccc2o1
#24 COc1cccc(-n2c(C)c3c(OC)cccc(=O)c3c2C)c1
#25 CN(c1nc2ccccc2nc1Cl)S(=O)(=O)c1ccccc1
#26 O=C(CSc1nc(-c2cccs2)nc2ccccc12)NC1CCS(=O)(=O)C1 (configuration not stated)
#27 OCCN(CCO)CC(O)COc1ccc(Br)cc1 (configuration not stated)
#28 CNC[C@@H]1Oc2ccc(NC(=O)CCC(F)(F)F)cc2CC(=O)N([C@H](C)CO)C[C@@H]1C
#29 CCOc1ccc(CN2CCCC(CO)(Cc3ccccc3F)C2)cc1 (configuration not stated)
#30 COc1ccc(N(CC(=O)NCCOc2ccccc2)S(=O)(=O)c2ccc(C)cc2)cc1
screen / no.	21	22	23	24	25	26	27	28	29	30
RAD52 anneal inh	-1	0	-3	-40	-1	-6	-8&-12	1	-6	-18
XiGFP reactiv	0.1	-0.1	0.0	0.0	0.0	0.1	0.0&0.2	-0.1	0.1	0.2
esBAF inh	·	·	39	6	20	-1	·	0	-6	-2
ERAP1 inh	0	0	-1	-1	1	0	3	4	4	1
S100A4 MyoIIA	-2	-3	-2	-10	-3	1	-5&-8	2	-8	6
ERp5 inh	-19	3	2	5	1	4	-3&5	1	-11	-10
RAD54 branch	·	·	-2	-1	7	-4	-2	9	-20	-2
E-sel inducer	1.0	·	·	2.5	·	·	0.1	-0.1	·	·

Full records from above. Order of screens: RAD52 anneal inh	XiGFP reactiv	esBAF inh	ERAP1 inh	S100A4 MyoIIA	ERp5 inh	RAD54 branch	E-sel inducer
O=C(CSc1nc(-c2cccs2)nc2ccccc12)NC1CCS(=O)(=O)C1 (configuration not stated) is entered as -6	0.1	-1	0	1	4	-4	·
CCCCc1nc2cc(C(=O)NCc3cc(C)n(C)n3)ccc2o1 is entered as -3	0.0	39	-1	-2	2	-2	·
CN(c1nc2ccccc2nc1Cl)S(=O)(=O)c1ccccc1 is entered as -1	0.0	20	1	-3	1	7	·

Continued.
#31 O=C(CCNS(=O)(=O)c1ccc(Br)s1)NCc1ccccc1
#32 Cc1noc(C)c1NC(=O)N(C)C[C@@H]1OCCCC[C@H](C)Oc2ccc(NS(=O)(=O)c3c(C)noc3C)cc2C(=O)N([C@@H](C)CO)C[C@H]1C
#33 Clc1cnc(Nc2cccnc2)c(Cl)c1
#34 COCC(=O)Nc1ccc2c(c1)C(=O)N(C)C[C@H](OC)[C@H](C)CN(CCC(F)(F)F)[C@@H](C)CO2
#35 Cc1cc(C)cc(S(=O)(=O)Cc2noc(C(=O)NCc3ccccc3)c2C(=O)NCc2ccccc2)c1
#36 Cc1ccn2c(Cc3ccccc3)c(-c3ccc(Br)cc3)nc2c1
#37 O=C(C[C@@H]1C[C@H]2c3cc(NC(=O)NC4CCCCC4)ccc3O[C@H]2[C@@H](CO)O1)NCc1cccnc1
#38 OC[C@H]1[C@H](c2ccc(C3=CCCC3)cc2)[C@H]2CN(CCC(F)(F)F)CCCCN21
#39 CC(C)(C)NC(=O)C(c1ccccn1)N(C(=O)c1csnn1)C1CCCC1 (configuration not stated)
#40 CCC(C)NS(=O)(=O)c1ccc(NC(=O)C(Sc2ccccc2)c2ccccc2)cc1 (configuration not stated)
screen / no.	31	32	33	34	35	36	37	38	39	40
RAD52 anneal inh	-2	0	-4	-4	0	-42	7	24	-10	-4
XiGFP reactiv	0.0	-0.5	0.0	0.0	0.0	-0.1	0.1	·	0.0	0.2
esBAF inh	·	-7	-10	-1	3	37	6	·	-3	·
ERAP1 inh	7	-2	3	3	-3	0	0	1	-1	0
S100A4 MyoIIA	0	16	6	-6	17	-2	12	-3	-3	-1
ERp5 inh	3	-4	-6	5	0	6	-2	-5	1	-2
RAD54 branch	·	-3	2	1	5	13	3	-6	0	-3
E-sel inducer	·	0.2	·	-0.1	-0.1	0.1	0.2	·	1.1	·

#41 COc1ccc(-c2nc(CS(=O)(=O)CC(=O)NCc3ccccc3Br)c(C)o2)cc1
#42 COc1ccc(C(=O)C2CCCN(C(=O)c3noc4c3CCCC4)C2)c(C)c1 (configuration not stated)
#43 CCOC(=O)N1CCc2c(sc(NC(=O)CN3CCOCC3)c2C#N)C1
#44 CCc1ccc(-c2cc(C(=O)Nc3c(C)n(C)n(-c4ccccc4)c3=O)c3ccccc3n2)s1
#45 CCN(CC)P(=O)(Nc1ccccc1Br)c1ccc(N(C)C)cc1NC(=O)c1ccco1 (configuration not stated)
#46 CCC(=O)N1C[C@H](C)[C@@H](OC)CN(C)C(=O)c2ccc(NC(=O)Nc3ccc(Cl)cc3)cc2OC[C@H]1C
#47 Nc1cccc(C(=O)Nc2ccc(N)cc2Cl)c1
#48 Cc1ccc(C2N(c3ccc(F)cc3)C(=O)C3CCCN32)cc1 (configuration not stated)
#49 COc1cc(C(=O)NNC(=O)C2CC2)cc(OC)c1OC
#50 O=C(O)c1cc(-c2ccc(Cl)cc2)n(-c2ccccc2)n1
screen / no.	41	42	43	44	45	46	47	48	49	50
RAD52 anneal inh	-7	-10	-23	-22	-8	12	-1	-40	-11	-8
XiGFP reactiv	0.0	0.2	0.1	·	0.0	0.1	·	0.3	0.1	0.0
esBAF inh	-4	-14	·	·	·	11	4	-3	2	·
ERAP1 inh	1	2	2	2	-3	·	5	0	-2	-1
S100A4 MyoIIA	-2	-3	-2	1	2	2	-4	-1	-6	4
ERp5 inh	-1	-5	2	5	-4	-2	0	4	2	2
RAD54 branch	7	-11	8	·	·	2	·	-15	-2	·
E-sel inducer	-0.2	2.3	·	·	5.0	0.3	·	-0.1	·	·

#51 CCC(=O)N1C[C@@H](C)[C@@H](OC)CN(C)C(=O)c2ccc(NC(=O)C3CC3)cc2OC[C@@H]1C
#52 Fc1ccccc1N1CCN(CCCNc2ccc3nncn3n2)CC1
#53 Cc1c([N+](=O)[O-])c([N+](=O)[O-])nn1CC(=O)NCc1cccnc1
#54 O=C(CSc1nnc(-c2c[nH]c3ccccc23)o1)N1CCCCC1
#55 COCCN(C(=O)CC1C(=O)NCCN1Cc1ccc(-c2ccccc2)cc1)C(C)C (configuration not stated)
#56 Nc1cccc(C(=O)NCCNC(=O)c2cccc(N)c2)c1
#57 Cc1nc(C(=O)Nc2ccccc2)sc1C1(C)CC(c2cccnc2)=NO1 (configuration not stated)
#58 CO[C@H]1CN(C)C(=O)c2cc(NC(=O)C3CC3)ccc2OC[C@H](C)N(C(=O)c2ccccc2)C[C@H]1C
#59 O=C1CCC(OCc2ccccc2)CCN1CC[C@@H](Sc1ccccc1)c1ccccc1 (some centres not stated)
#60 C=C(C)Cn1c(N2CCN(c3ccc(OC)cc3)CC2)nc2c1c(=O)n(C)c(=O)n2C
screen / no.	51	52	53	54	55	56	57	58	59	60
RAD52 anneal inh	3	-8	-17	-1	-36	-14	-92	8	-7	-13
XiGFP reactiv	-0.1	0.1	0.0	·	·	0.2	0.1	-0.3	-0.1	0.0
esBAF inh	0	-8	·	23	-1	-2	46*	3	·	·
ERAP1 inh	-4	-2	0	-5	·	1	0	-2	2	-4
S100A4 MyoIIA	-7	-2	-6	-4	-3	0	-3	-4	-2	-5
ERp5 inh	1	-1	-3	-14	1	3	-5	6	7	-7
RAD54 branch	-10	-2	·	-5	·	-2	2	-5	·	·
E-sel inducer	-0.1	-0.1	8.7	·	-0.4	0.1	·	0.4	-0.1	-0.1

Compound activity as filed in PubChem.
